High-throughput results deposited in PubChem BioAssay by NCI.
yeast cln2 rad14: NCI yeast anticancer drug screen, S. cerevisiae cln2 rad14 strain. % growth inhibition at 50 µM. 8.3% of 78,000 active. AID 165;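 note: 0% = growth of vehicle-only cultures of the same strain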
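Growth of compound-exposed yeast (cln2 rad14 genotype) measured and expressed as inhibition relative to vehicle.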
yeast mlh1 rad18: NCI yeast anticancer drug screen, S. cerevisiae mlh1 rad18 strain. growth inhibition, % at 50 µM. 11% of 79,000 active;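 note: 0% = growth of vehicle-only cultures of the same strain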
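Steps: expose repair-defective yeast to compound; measure growth; express inhibition against vehicle-treated controls.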
yeast mec2-1: NCI yeast anticancer drug screen, S. cerevisiae mec2-1 strain; growth inhibition, % at 50 µM; 9% of 79,000 active; AID 157;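 note: 0% = growth of vehicle-only cultures of the same strain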
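Mutant yeast (mec2-1) grown with compound; growth inhibition relative to vehicle control reported.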
yeast bub3: NCI yeast anticancer drug screen, S. cerevisiae bub3 mutant strain. AID 167. 9.9% of 78,000 active. growth inhibition, % at 50 µM;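 note: 0% = growth of vehicle-only cultures of the same strain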
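In this screen, a yeast mutant lacking normal mitotic checkpoint function is challenged with compound. Relative growth versus vehicle gives the inhibition value.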
sgs1 mgt1: NCI yeast anticancer drug screen, S. cerevisiae sgs1 mgt1 strain; 10% of 78,000 active; AID 161; % growth inhibition at 50 µM;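 note: 0% = growth of vehicle-only cultures of the same strain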
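Mutant yeast exposed to compound; growth scored against vehicle-only wells.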
rad50: NCI yeast anticancer drug screen, S. cerevisiae rad50 strain. 10% of 79,000 active. AID 155. growth inhibition, % at 50 µM;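 note: 0% = growth of vehicle-only cultures of the same strain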
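Inhibition values express reduced yeast growth in compound-treated cultures relative to vehicle-treated controls.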
Numbers without * were called inactive; & = joins results of further samples. Cut-off read from the data, not from the text of the source: active = growth inhibition above about 70%; inactive = the rest.

SMILES | yeast cln2 rad14 | yeast mlh1 rad18 | yeast mec2-1 | yeast bub3 | sgs1 mgt1 | rad50
CCC1(CC(C)O)C(=O)NC(=O)NC1=O (centres undefined) | -38 | -23 | -2 | -1 | -20 | 7
[CH3][Sn]([CH3])([CH3])[S]C(=S)N1CCOCC1 | 94* | 98* | 90* | 98* | 98* | 99*
O=C(N=[C-]c1ccc[oH+]1)c1cccnc1.O=C(N=[C-]c1ccc[oH+]1)c1cccnc1.[Ni+2] | -25 | 6 | -34 | -32 | -3 | -25
ClCCN(CCCl)c1ncnc2c1ncn2Cc1ccccc1 | -13 | 0 | 17 | -2 | 16 | 3
CC(C)(O)/C=C/C(=O)[C@](C)(O)[C@H]1[C@H](O)C[C@@]2(C)[C@@H]3CC=C4[C@@H](C=C(O)C(=O)C4(C)C)[C@]3(C)C(=O)C[C@]12C | -49 | 1 | -24 | -6 | -15 | -2
CCCC(C)(C(=O)c1ccccc1)N1CCCCC1 (centres undefined) | 4 | -28 | 4 | -4 | 6 | 4
CCC[As](=O)(O)CC(C)C | 13 | -4 | -3 | 0 | -5 | 3
OCCCNCc1cccnc1 | 29 | 26 | -3 | -4 | -1 | 10
COP(C)(=O)c1ccccc1 (centres undefined) | -11 | 8 | 0 | -28 | -1 | -3
NC(CCOCCP(=O)(O)O)C(=O)O (centres undefined) | -8 | -40 | -36 | -15 | -44 | -51
Cc1ccc2c(c1)N(CCN(CCCl)CCCl)c1c(ccc3ccccc13)S2 | 75* | 92* | 67 | 35 | 93* | 90*
CCN(Cc1ccccc1)CC(O)c1ccc(Cl)c(Cl)c1 (centres undefined) | -23 | 4 | -13 | 70* | 20 | 9
CCC(C)OC(N)=O (centres undefined) | 4 | 4 | -11 | -3 | -1 | 0
O=C1C2C(C(=O)N1c1ccc(Cl)cc1)C1(Cl)C(Cl)=C(Cl)C2(Cl)C1(Cl)Cl (centres undefined) | -1 | -2 | -6 | 0 | -7 | -3
CN(N=O)C1=NC(C)(CCl)P(=O)(NNc2ncccn2)O1 (centres undefined) | 26 | 15 | -10 | 10 | -8 | -15
CC(CO)[N+](=O)[O-] (centres undefined) | -15 | 1 | 1 | 2 | -5 | 1
O=Cc1ccc(Cl)cc1Cl | -26 | -4 | -6 | -5 | 26 | -15
C[CH2][Pb]([Br])([CH2]C)[CH2]C | -14 | -1 | -1 | -4 | -6 | -18
CC1(C)COC(c2cccnc2/C=N/O)=N1 | 26 | -9 | -7 | 11 | -10 | 7
CC1OP(=S)(S)OC1C (centres undefined) | -12 | 4 | -20 | -13 | -24 | -45
C1CN2CN1CN1CCN(C1)C2 | -14 | 0 | 12 | 16 | 3 | -12
COC12CC3C4=CCOC5CC(=O)N6c7ccccc7C1(CCN2C4)C6C53 (centres undefined) | 17 | 15 | -24 | 15 | 13 | 5
O=C(O)/C=C\c1c[nH]c2ccccc12 | 1 | 42 | 38 | 51 | 60 | 76*
CCN(CC)CCn1c(=O)n(C)c2ccccc21 | -35 | 21 | -19 | -2 | -13 | 3
C[N+]1([O-])C2CCC1CC(OC(=O)C(CO)c1ccccc1)C2 (centres undefined) | 19&4 | -5&28 | -42&13 | -5&19 | -12&-22 | -23&38
SMILES | yeast cln2 rad14 | yeast mlh1 rad18 | yeast mec2-1 | yeast bub3 | sgs1 mgt1 | rad50
Cc1cc(S(=O)(=O)F)ccc1O | -43 | -1 | -6 | -3 | -16 | -3
CN1CCC(O)(c2ccccc2)C(O)C1 (centres undefined) | 32 | 39 | 29 | -4 | 24 | 11
CC1(C)N(C(=S)Nc2ccccc2)C1(C)C | -26 | 6 | 1 | -5 | 5 | 6
NC(=O)Nc1ccc([As](O)O)cc1 | 12 | 15 | -2 | -20 | 0 | 11
CC[C@]1(O)CC(OC2CC(N(C)C)C(O)C(C)O2)c2c(cc3c(c2O)C(=O)c2c(O)cccc2C3=O)[C@@H]1C(=O)OC (some centres undefined) | 90* | 91* | 93* | 92* | 93* | 92*
O=C(Nc1cc(Cl)c(Cl)cc1Cl)C(=O)C1C(=O)NC(=S)NC1=O | 10 | -22 | -8 | 13 | -9 | 0
O=NNc1ccc([N+](=O)[O-])cn1 | -19 | 11 | -7 | -6 | -10 | -1
Br[CH](Br)[Hg][c]1ccccc1 | 99* | 99* | 100* | 99* | 94* | 99*
CCC1(NC(=O)CNC(C)=O)C(=O)NC(=O)NC1=O | -39 | -4 | -11 | 17 | 0 | 4
CC(=O)[O][Hg][c]1ccccc1N | 92* | 92* | 94* | 92* | 94* | 92*
CC1OC(n2cc(C(N)=O)c3c(N)ncnc32)C(O)C1O (centres undefined) | 17 | 20 | 21 | 14 | 4 | 19
Cc1cc(S(=O)(=O)F)ccc1NC(=O)NCc1ccc([N+](=O)[O-])cc1 | -2 | 10 | 16 | 18 | 24 | 3
CSC(=Nc1ccccc1)N(c1ccccc1)c1nc(=[N+](C)C)ss1 | 93* | 99* | 99* | 99* | 99* | 98*
CCOP(=O)(OCC)/C(C#N)=C/c1ccco1 | 22 | -22 | -25 | -16 | -10 | -3
Clc1ccc(N=P(c2ccccc2)(c2ccccc2)c2ccccc2)cc1.[Cl][Cd][Cl] | 76* | 69 | 71* | 64 | 82* | 95*
CC1(C)N=C(N)N=C(N)N1c1ccc(CCCCCCc2ccc(S(=O)(=O)F)cc2)cc1 | 99* | 99* | 99* | 99* | 100* | 99*
CCCCCCCC(=O)O.[Sn] | -46 | -19 | -7 | 12 | -10 | -2
CCOC(=O)C1=CC2(c3ccccc3)CC1(c1ccccc1)C(c1ccccc1)=C2c1ccccc1 (centres undefined) | 17 | 24 | 9 | 6 | 17 | 37
CO[C@@]12[C@@H]3N[C@@H]3CN1C1=C(C(=O)C(N3CCCC3)=C(C)C1=O)[C@@H]2COC(N)=O | 20 | 3 | -31 | -14 | -15 | 2
Nc1cccc([As]=S)c1 (centres undefined) | 97* | 99* | 99* | 99* | 92* | 98*
CS/C([S-])=N/N=C(C)C.CS/C([S-])=N/N=C(C)C.[Ni+2] | -14 | 75* | 57 | 80* | 84* | 94*
COc1cc2c(c(OC)c1OC)-c1ccc(NCCCl)c(=O)cc1C(NC(C)=O)CC2 (centres undefined) | 20 | 8 | 3 | 16 | -1 | 11
O=C(CN1CC1)NCCCCCCCNC(=O)CN1CC1 | 8 | 25 | 4 | -4 | 2 | -13
C1CC[CH]([Sn]([CH]2CCCCC2)[CH]2CCCCC2)CC1.C1CC[CH]([Sn]([CH]2CCCCC2)[CH]2CCCCC2)CC1 | -30 | 88* | 63 | 10 | 76* | 32
CC(C)(C)N1OC1c1cccc(Cl)c1 (centres undefined) | 12 | 36 | 29 | -3 | 11 | 30
SMILES | yeast cln2 rad14 | yeast mlh1 rad18 | yeast mec2-1 | yeast bub3 | sgs1 mgt1 | rad50
O=CC1(c2ccccc2)CCNCC1 | 6 | 9 | 4 | 1 | 16 | -1
CN(C)c1ccc(N=Nc2cccc(C(=O)[O-])c2)cc1.CN(C)c1ccc(N=Nc2cccc(C(=O)[O-])c2)cc1.NC1CCCCC1N.O=[N+]([O-])O.[Pt+4] | 44 | 92* | 92* | 81* | 93* | 91*
COc1ccc(CN2CCCN(Cc3ccc(OC)cc3)C2c2ccc(N(CCCl)CCCl)cc2)cc1 | 20 | 36 | 2 | -15 | 44 | 30
O=P(Cc1ccccc1)(Oc1ccccc1)Oc1ccccc1 | 25 | 75* | 56 | 40 | 82* | 90*
COc1cc(CC2C(O)C3CCN2CC3)cc(OC)c1OC (centres undefined) | -6 | 3 | -11 | -4 | -5 | -2
CCc1cc(C)cc2[n+]1CC=C2C | 22 | 14 | 5 | -1 | 7 | 6
O=P(N1CCNCC1)(N1CCNCC1)N1CCNCC1 | -42 | -20 | -12 | 5 | -1 | -20
CCN1NC1C (centres undefined) | 7 | -4 | 11 | 0 | -14 | 15
CCC(C)N1OC1c1ccccc1 (centres undefined) | -5 | -2 | 17 | -9 | 4 | 8
O=C(COc1ccc(Cl)c(Cl)c1)N(Cc1ccccc1)Cc1ccc[n+](Cc2ccc(S(=O)(=O)F)cc2)c1 | 57 | 59 | 52 | 52 | 54 | 43
CCOP(=O)(OCC)Oc1cc(C)c(SC)c(C)c1 | 9 | -17 | -24 | 19 | -1 | -6
COc1ccc2nccc(/C=C3\C(OC(=O)c4ccc([N+](=O)[O-])cc4)C4CCN3CC4)c2c1 (centres undefined) | 11 | 30 | -3 | 0 | 55 | 50
Cc1ccccc1C(O)(C(=O)O)c1ccccc1 (centres undefined) | -34 | 6 | -9 | 0 | -5 | 10
O=S(=O)([O-])[O-].[OH3+].[OH3+].[OH3+].[Ru+2].c1ccccc1 | 90* | 87* | 92* | 91* | 91* | 89*
CC(=O)Oc1cccc2c1C(=O)C(C(=O)C=O)C1C(C=O)OC(C)(C)OC21C (centres undefined) | 15 | 12 | 0 | 17 | 34 | 30
COc1ccc(/C=C(/C)[N+](=O)[O-])cc1OC | 97* | 100* | 100* | 100* | 99* | 99*
O=C(NC1CCCCC1)c1c(O)[nH]c(=S)[nH]c1=O | 12 | -1 | 0 | -5 | 15 | -20
CCCCOP(=O)(Cc1ccccc1)Oc1ccccc1 (centres undefined) | 50 | 28 | 32 | 35 | 69 | 73*
OCCC(c1ccccc1)C1CCCCN1 (centres undefined) | -17 | 0 | -3 | 10 | -4 | -2
CCC[CH2][Sn]1([CH2]CCC)[O]C(=O)c2ccc(C)cc2[O]1 | 98* | 99* | 99* | 99* | 99* | 99*
CC1=C(C)CC2(C(=O)NC(=O)NC2=O)C(C)C1 (centres undefined) | -10 | 2 | -11 | -17 | -10 | 1
CCOC(=O)c1ccccc1OP(=O)(N(C)C)N(C)C | -2 | 2 | -6 | 6 | 3 | 2
Cc1csc2ccc3ccccc3[n+]12 | -4 | -3 | 1 | 8 | -6 | 2
C[C@]12CCc3nonc3C1CC[C@@H]1C2CC[C@]2(C)C(=O)CCC12 (some centres undefined) | 44 | 57 | 33 | 36 | 82* | 68
CCC(CC)CNC(=O)CCl | -9 | -6 | -1 | 8 | 9 | -4
CCC(C)(C)C(=O)Nc1cccc(OC(=O)NC)c1 | -3 | -17 | -9 | 13 | 10 | 2
Cn1nnc(CN)c1N | -32 | 3 | -10 | -21 | -15 | -5
O=[N+]([O-])c1ccc(SCl)c([N+](=O)[O-])c1 | 15 | 18 | 11 | 32 | 19 | 32

Part of the list above, with two lines to a compound.
Results follow in this order: yeast cln2 rad14 | yeast mlh1 rad18 | yeast mec2-1 | yeast bub3 | sgs1 mgt1 | rad50
CN(C)c1ccc(N=Nc2cccc(C(=O)[O-])c2)cc1.CN(C)c1ccc(N=Nc2cccc(C(=O)[O-])c2)cc1.NC1CCCCC1N.O=[N+]([O-])O.[Pt+4]
 : 44 | 92* | 92* | 81* | 93* | 91*
COc1ccc(CN2CCCN(Cc3ccc(OC)cc3)C2c2ccc(N(CCCl)CCCl)cc2)cc1
 : 20 | 36 | 2 | -15 | 44 | 30
O=P(Cc1ccccc1)(Oc1ccccc1)Oc1ccccc1
 : 25 | 75* | 56 | 40 | 82* | 90*
COc1cc(CC2C(O)C3CCN2CC3)cc(OC)c1OC (centres undefined)
 : -6 | 3 | -11 | -4 | -5 | -2
CCc1cc(C)cc2[n+]1CC=C2C
 : 22 | 14 | 5 | -1 | 7 | 6
O=P(N1CCNCC1)(N1CCNCC1)N1CCNCC1
 : -42 | -20 | -12 | 5 | -1 | -20
CCN1NC1C (centres undefined)
 : 7 | -4 | 11 | 0 | -14 | 15
CCC(C)N1OC1c1ccccc1 (centres undefined)
 : -5 | -2 | 17 | -9 | 4 | 8
O=C(COc1ccc(Cl)c(Cl)c1)N(Cc1ccccc1)Cc1ccc[n+](Cc2ccc(S(=O)(=O)F)cc2)c1
 : 57 | 59 | 52 | 52 | 54 | 43
CCOP(=O)(OCC)Oc1cc(C)c(SC)c(C)c1
 : 9 | -17 | -24 | 19 | -1 | -6
COc1ccc2nccc(/C=C3\C(OC(=O)c4ccc([N+](=O)[O-])cc4)C4CCN3CC4)c2c1 (centres undefined)
 : 11 | 30 | -3 | 0 | 55 | 50
Cc1ccccc1C(O)(C(=O)O)c1ccccc1 (centres undefined)
 : -34 | 6 | -9 | 0 | -5 | 10
O=S(=O)([O-])[O-].[OH3+].[OH3+].[OH3+].[Ru+2].c1ccccc1
 : 90* | 87* | 92* | 91* | 91* | 89*
CC(=O)Oc1cccc2c1C(=O)C(C(=O)C=O)C1C(C=O)OC(C)(C)OC21C (centres undefined)
 : 15 | 12 | 0 | 17 | 34 | 30
COc1ccc(/C=C(/C)[N+](=O)[O-])cc1OC
 : 97* | 100* | 100* | 100* | 99* | 99*
O=C(NC1CCCCC1)c1c(O)[nH]c(=S)[nH]c1=O
 : 12 | -1 | 0 | -5 | 15 | -20
CCCCOP(=O)(Cc1ccccc1)Oc1ccccc1 (centres undefined)
 : 50 | 28 | 32 | 35 | 69 | 73*

The list is partial; count on the stated rates, not on these rows.
